influenza NS1A: NS1A inhibition, H1N1 influenza, cell based functional assay (AID 504329). NS1A functional cell-based assay, percent inhibition; higher % means a stronger effect. inhibition, % at 12.5 µM; hits with a dose series show IC50 in µM. 340,000 tested, 0.3% active; in the data active means a potency from the dose series; inconclusive means inhibition above about 27% without an active follow-up result; further: strong numbers were not always called active
H37Rv inhibition: M. tuberculosis growth inhibition, HTS (AID 449762); M. tuberculosis H37Rv growth inhibition, 7H9 media; higher % means a stronger effect; inhibition, % at 25 µM; hits with a dose series show IC50 in µM; 330,000 tested, 0.59% active; in the data active means a potency from the dose series; inconclusive means inhibition above about 70% without an active follow-up result;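 further: bacterial growth assessed after seven days of incubation; strong numbers were not always called active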
VEEV TC-83 Vero: inhibitors of VEEV TC-83 cytopathic effect, confirmation, Vero cells (AID 588727); Vero cells, VEEV TC-83 cytopathic effect inhibition; higher % means a stronger effect; 350,000 tested, 0.13% active; inhibition, % at 20 µM; hits with a dose series show IC50 in µM; in the data active means a potency from the dose series; inconclusive means inhibition mostly from about 14% at the one dose, without a potency; inactive means the rest, 99 in 100 with inhibition below about 12%; further: strong numbers were not always called active
PhoP GFP inhibition: PhoP regulon inhibitors, Salmonella typhi PhoP promoter GFP reporter, confirmatory (AID 1850); Salmonella Typhi PhoP-promoter GFP reporter, fluorescence, 4 h; higher % means a stronger effect; inhibition, % at 50 µM, or IC50 in µM where a hit was titrated; 310,000 tested, 0.33% active; in the data active means a potency from the dose series; inconclusive means inhibition mostly from about 25% at the one dose, without a potency; inactive means the rest, 99 in 100 with inhibition below about 19%;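 further: 0% = induced wells with vehicle and 100% = uninduced wells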
tuberculosis growth: growth inhibition of non-replicating M. tuberculosis (AID 488890); Mycobacterium tuberculosis non-replicating, growth inhibition; higher % means a stronger effect; one-dose inhibition, % at 25 µM; IC50 in µM for titrated hits; 320,000 tested, 0.39% active; in the data active means a potency from the dose series; inconclusive means inhibition mostly from about 82% at the one dose, without a potency; inactive means the rest, 99 in 100 with inhibition below about 76%;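 further: plate controls were DMSO cells for no effect and high antibiotic wells for full effect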
VEEV TC-83 Vero 10K pilot screen: further read-out of VEEV TC-83 Vero, marked with its call; inhibition, %; measured here: 10K pilot screen inhibition
* marks the source's active call; other numbers are inactive results; i = inactive; ? = inconclusive; / = no result given.

Sample of the layout (four entries):
SMILES	influenza NS1A	H37Rv inhibition	VEEV TC-83 Vero	PhoP GFP inhibition	tuberculosis growth	others
N#CCCN1CCN(Cc2ccccc2)CCC1=O	11%	1%	0.3%	-6%	-1%
COc1cccc(N2CCN(c3ccc4nnc(CCC(=O)N5CCN(C)CC5)n4n3)CC2)c1	-4%	-6%	1.3%	1%	-5%
COCCNC(=O)COc1ccccc1Cl	-6%	4%	0.7%	-6%	-5%
CC(C)c1ccccc1NS(C)(=O)=O	/	-2%	/	7%	-1%

All compounds of this part, previewed entries included:
SMILES	influenza NS1A	H37Rv inhibition	VEEV TC-83 Vero	PhoP GFP inhibition	tuberculosis growth	others
N#CCCN1CCN(Cc2ccccc2)CCC1=O	11%	1%	0.3%	-6%	-1%
COc1cccc(N2CCN(c3ccc4nnc(CCC(=O)N5CCN(C)CC5)n4n3)CC2)c1	-4%	-6%	1.3%	1%	-5%
COCCNC(=O)COc1ccccc1Cl	-6%	4%	0.7%	-6%	-5%
CC(C)c1ccccc1NS(C)(=O)=O	/	-2%	/	7%	-1%
O=C(Nc1ccccc1)N1CCCN(c2nccc(C(F)(F)F)n2)CC1	0%	7%	0.6%	1%	32%
O=C(NCc1ccco1)c1cc(C(=O)C2CCCCC2)c[nH]1	-5%	-3%	0.2%	-16%	-5%
CN(CC(=O)Nc1ccc(F)c(F)c1F)C(=O)CC1CCCCC1	-3%	8%	1.6%	/	31%
Cc1nc(Cc2nnc(SCC(=O)N3CCN(c4ccccc4)CC3)o2)cs1	-8%	/	7.9%	/	/
COc1ccccc1CNc1nc2nc(C)c(Cl)c(=O)n2[nH]1	3%	5%	1.7%	0%	13%
Cc1ccc(NP(=O)(Nc2ccc(C)cc2)Nc2ccc(C)cc2)cc1	-1%	11%	0.5%	1%	27%
CCCCCNc1nc(-c2ccccc2)nc(-n2ccnc2)n1	7%	-2%	2.2%	2%	39%
Cc1nn(-c2ccc(C(=O)OC(C)C)cc2)c(C)c1[N+](=O)[O-]	6%	2%	i	16%	6%
O=C(CSc1nnc(C2CC2)n1CC1CCCO1)Nc1ccccc1Cl (centres undefined)	7%	-1%	1.2%	1%	-2%
Cc1ccc(CN2CC(C(=O)N3CC(C)CC(C)C3)CC2=O)cc1 (centres undefined)	-4%	-5%	3.5%	2%	-7%
Cn1cnnc1SCC(=O)OCN1C(=O)c2ccccc2C1=O	-2%	-2%	0.2%	15%	-22%
Cc1cc(/C=C2/NC(=O)NC2=O)c(C)n1-c1ccc(N2CCOCC2)cc1	5%	11%	2.6%	0%	62%
COc1ccccc1NC(=O)COC(=O)c1ccc2c(c1)OCCO2	-19%	4%	1.6%	/	11%
CCOC(=O)C1CCN(C(=O)c2ccccc2CCc2ccccc2)CC1	0%	7%	1.2%	-1%	28%
CCOc1ccc(OCc2ccc(C(=O)N3CCCC(C)C3)cc2)cc1 (centres undefined)	2%	?	i	-10%	74%
CCC(CC)NC(=O)CO/N=C/c1ccc(Cl)cc1Cl	2%	-3%	1.2%	-2%	17%
CCc1ccc(Cn2ncc3c(C(=O)O)cc(C)nc32)cc1	-4%	/	0.2%	/	/
COc1ccccc1N1CCN(S(=O)(=O)CC23CCC(CC2=O)C3(C)C)CC1 (centres undefined)	0%	3%	1.3%	-20%	2%
O=C1NCCCC1C(=O)N/N=C/c1ccccc1[N+](=O)[O-] (centres undefined)	5%	2%	4.7%	0%	-5%
COC(=O)c1cc(S(=O)(=O)NCC2CCN(CCc3cccs3)CC2)c[nH]1	0%	8%	3.0%	1%	10%
Oc1ccccc1C=NC1CCCCC1N=Cc1ccccc1O (centres undefined)	3%	-6%	i	-1%	-29%
(cont.)
SMILES	influenza NS1A	H37Rv inhibition	VEEV TC-83 Vero	PhoP GFP inhibition	tuberculosis growth	others
Cc1ccccc1NC(=O)NCc1ccco1	-1%	-5%	6.9%	-3%	-8%	VEEV TC-83 Vero 10K pilot screen=0.0
O=C(COC(=O)CN1C(=O)c2ccccc2C1=O)Nc1ccccc1[N+](=O)[O-]	-10%	-16%	1.6%	/	-7%
CNc1oc(-c2ccccc2Cl)nc1P(=O)(c1ccccc1)c1ccccc1	31%	7%	1.4%	-5%	10%
COc1ccc(C=C(c2ccc(OC)cc2)c2ccc(OC)cc2)cc1	-20%	2%	0.4%	9%	-5%
COc1ccc(-c2c(C(F)(F)F)nn(C)c2NC(=O)c2cccnc2)cc1	/	0%	0.1%	1%	11%
CC(=O)N1CCc2c(sc(NC(=O)c3cccc(N4C(=O)CCC4=O)c3)c2C(N)=O)C1	-7%	-6%	2.0%	-12%	-20%
CC1(C)C2([N+](=O)[O-])CNCC1([N+](=O)[O-])CNC2	4%	-4%	i	4%	0%
CCOc1ccc(C(=O)N2CCN(c3ccccn3)CC2)cc1OCC	0%	-3%	2.0%	1%	9%
CC1=C(C(=O)N2CCOCC2)C(c2ccc(Br)cc2)NC(=S)N1c1ccccc1 (centres undefined)	0%	-2%	0.1%	10%	10%
CC1CN(C(=O)c2ccc(-c3ccccc3Cl)o2)CC(C)O1 (centres undefined)	1%	13%	7.8%	3%	17%
CC(=O)NC(Cc1ccc(O)cc1)C(=O)NN (centres undefined)	-15%	1%	0.8%	7%	-3%
O=C(Nc1ccc2c(c1)C(=O)NC2=O)c1ccccc1Cl	-1%	-4%	0.4%	3%	/
CCOC(=O)C1CCCN(C(=O)CCc2nc3sc4c(c3c(=O)[nH]2)CCCC4)C1 (centres undefined)	-9%	-3%	2.3%	/	21%
COc1ccc(CCN2CC(C(=O)OCC(=O)N(C)Cc3ccccc3)CC2=O)cc1OC (centres undefined)	-5%	-3%	0.3%	/	13%
Nc1nc(CN2CCc3ccccc3C2)nc(Nc2ccccc2)n1	-2%	?	0.8%	13%	63%
COc1ccc2nc(COC(=O)c3ccco3)c(C(C)=O)[n+]([O-])c2c1	-3%	4%	0.6%	2%	1%
Cc1cc(S(=O)(=O)Nc2ccc(C(=O)NCc3ccncc3)cc2)ccc1F	-4%	3%	0.5%	-1%	-1%
C=CCNC(=O)c1scc2c1CCCC2	-6%	2%	0.5%	7%	-7%	VEEV TC-83 Vero 10K pilot screen=0.4
CCCCn1c(N)c(N(CC(C)C)C(=O)CCC2CCCCC2)c(=O)[nH]c1=O	-2%	-5%	9.5%	-5%	58%
CCCCSc1nc(O)c(C2OC(=O)c3c2ccc(OC)c3OC)c(=O)n1-c1ccccc1 (centres undefined)	11%	-11%	1.4%	-13%	58%	VEEV TC-83 Vero 10K pilot screen=0.3
O=C(CN1C(=O)C2C3C=CC(C3)C2C1=O)N1CC=C(c2ccccc2)CC1 (centres undefined)	1%	-6%	0.8%	-3%	4%
Cc1cccc(C(=O)NCCNC(=O)c2ccccn2)c1	1%	14%	i	-11%	-23%
COC(=O)c1c(NC(=O)c2nn(C)cc2Cl)sc2c1CCCC2	-2%	-12%	i	-1%	-1%
Nc1ccc(N(CCO)CCO)cc1	12%	6%	1.3%	-24%	10%
Cc1ccc(NC(=O)Nc2cccs2)c(Cl)c1	1%	4%	4.8%	-8%	31%
(continued)
SMILES	influenza NS1A	H37Rv inhibition	VEEV TC-83 Vero	PhoP GFP inhibition	tuberculosis growth	others
CCCN1C(=O)C2(OCCO2)c2cc(Cl)ccc21	-9%	3%	0.5%	-4%	13%
CCOC(=O)c1sc(NC(=O)c2ccc(S(=O)(=O)N3CCCCCC3)cc2)nc1-c1ccccc1	-5%	-1%	0.3%	5%	7%
COc1ccc(CN2C(=O)CC(Cc3ccc(C)cc3)C2=O)cc1OC (centres undefined)	-5%	1%	i	8%	6%
N=c1cc(C2(O)CCCCC2)n2c(nc3ccccc32)s1	2%	4%	i	21%	18%
COc1ccc(CCNC2CCc3ccccc3C2)cc1 (centres undefined)	5%	3%	0.4%	-4%	-1%
Cc1cc(C)cc(NC(=O)C2CCCN2S(=O)(=O)c2ccc3c(c2)C(C)(C)C(=O)N3C)c1 (centres undefined)	-1%	-15%	i	-12%	41%
O=C1CCc2cc(S(=O)(=O)NC3CCCCC3)cc3c2N1CC3	-2%	-16%	1.0%	7%	-6%
COC(=O)Oc1cncc(C(=O)O)c1	2%	0%	8.2%	6%	9%
CC1=C(C(=O)Nc2ccccc2)C(c2cccnc2)n2nc(-c3cccnc3)nc2N1 (centres undefined)	-6%	-10%	i	3%	-1%
CC(NC(=O)C(=S)N1CCN(C)CC1)c1ccccc1 (centres undefined)	-3%	39%	2.0%	-5%	13%
COc1ccccc1N1CC(C)(C)C(=O)N(C(=O)c2c(F)cccc2Cl)C1=S	4%	-2%	i	-1%	9%
O=S(=O)(c1ccccc1)N1CCSC1c1ccco1 (centres undefined)	1%	/	0.6%	/	/
Cc1ccc(C(=O)Nc2cc(C(C)C)c(O)c(C(C)C)c2)cc1	-8%	3%	0.8%	-4%	17%
Cc1ccc(OC(=O)CCC(=O)N2CCc3ccccc32)cc1	1%	-4%	i	-4%	?
CC(=O)C1=C(O)C(=O)N(c2ccc(C)cc2)C1c1ccc([N+](=O)[O-])cc1 (centres undefined)	-9%	2%	0.1%	-7%	35%
O=C1CNC(=O)/C1=C/c1ccc(O)cc1	-12%	-1%	i	3%	-8%
O=C(CNC(=O)c1ccc(Br)o1)Nc1cccc(S(=O)(=O)N2CCOCC2)c1	-3%	-3%	7.0%	-1%	4%
CCCCCCc1cc2cc(S(=O)(=O)c3ccc(F)c(Cl)c3)c(=O)oc2cc1O	-6%	0%	2.9%	-4%	-16%	VEEV TC-83 Vero 10K pilot screen=3.9
Cc1ccc(C(=O)OCC(=O)NCc2ccc3c(c2)OCO3)cc1S(=O)(=O)N1CCOCC1	-4%	-9%	0.8%	/	5%
Cc1cc(NN)nc(NS(=O)(=O)c2ccc(Cl)cc2)n1	-4%	-4%	1.4%	1%	6%
O=C(NC1CCCc2c1cnn2-c1ccccc1F)c1ccccc1N1CCOCC1 (centres undefined)	-9%	-8%	6.3%	-9%	15%
Cc1ccc2c(c1)NCC(C(=O)NCc1ccccc1)O2 (centres undefined)	1%	-5%	0.4%	-5%	/
COc1cccc(Cl)c1NC(=O)N1CCc2c([nH]c3ccccc23)C1C(F)(F)F (centres undefined)	-3%	3%	1.4%	4%	3%
CC(=O)c1cccc(CN2CCC(C(=O)Nc3ccc(-c4cccc(C)c4)cc3)CC2)c1	4%	?	i	6%	?
C=CCn1c2ccccc2c2nnc(SC(CC)C(=O)Nc3sc4c(c3C#N)CCCC4)nc21 (centres undefined)	5%	-3%	0.8%	3%	-7%

A draw from above in order of formula weight, low to high.
SMILES	influenza NS1A	H37Rv inhibition	VEEV TC-83 Vero	PhoP GFP inhibition	tuberculosis growth	others
CCCN1C(=O)C2(OCCO2)c2cc(Cl)ccc21	-9%	3%	0.5%	-4%	13%
Cc1ccc(OC(=O)CCC(=O)N2CCc3ccccc32)cc1	1%	-4%	i	-4%	?
O=C(NC1CCCc2c1cnn2-c1ccccc1F)c1ccccc1N1CCOCC1 (centres undefined)	-9%	-8%	6.3%	-9%	15%

2 compounds picked at random from the list so far, as already listed:
SMILES	influenza NS1A	H37Rv inhibition	VEEV TC-83 Vero	PhoP GFP inhibition	tuberculosis growth	others
Cc1ccc2c(c1)NCC(C(=O)NCc1ccccc1)O2 (centres undefined)	1%	-5%	0.4%	-5%	/
COC(=O)c1c(NC(=O)c2nn(C)cc2Cl)sc2c1CCCC2	-2%	-12%	i	-1%	-1%

Next entries.
SMILES	influenza NS1A	H37Rv inhibition	VEEV TC-83 Vero	PhoP GFP inhibition	tuberculosis growth	others
O=C1CCN(Cc2ccccc2)C(=O)N1c1ccccc1	-4%	4%	1.1%	5%	-3%
CCOC(=O)/C(C#N)=N\Nc1ccc(S(=O)(=O)Nc2nc(C)cc(C)n2)cc1	-5%	3%	1.5%	3%	-11%
O=S(=O)(/C=C/c1ccccc1)Nc1ccc(N2CCOCC2)cc1	1%	-7%	1.4%	-11%	7%
CCCCn1c(=O)c(C(=O)NCc2ccccc2Cl)c(O)c2ccccc21	16%	3%	6.3%	2%	-14%
Cc1nc(-c2ccncc2)sc1C(=O)Nc1ccc(Br)cc1	-17%	-8%	3.7%	0%	-16%
COc1ccccc1-c1nc(-c2ccccn2)no1	-8%	2%	3.8%	-13%	/
CC1CN(c2nn3c(=O)c4ccccc4nc3c3ccccc23)CC(C)O1 (centres undefined)	1%	-6%	7.9%	-7%	?
N#Cc1c2n(cnc1=O)CCCCC2	-5%	-1%	0.1%	12%	-4%
CC(=O)NC1=NN(C(C)=O)C(C)(c2ccc(Cl)s2)S1 (centres undefined)	8%	-6%	7.8%	-6%	-2%
CN(C(=O)CSc1ncnc2sc3c(c12)CCC3)C1CCS(=O)(=O)C1 (centres undefined)	-7%	0%	1.7%	/	31%
Cc1nnc(SCCC(=O)Nc2ccc(F)cc2)s1	2%	58%	0.3%	8%	4%

High-throughput results: PubChem BioAssay, Southern Research Specialized Biocontainment Screening Center
